# Assay outcomes deposited in PubChem by several laboratories.
# PvdQ inh: blocks Pseudomonas aeruginosa PvdQ acylase activity. purified PvdQ acylase, fluorescence plate reader. inhibition, % at 10 µM. 0.063% of 340,000 active; in the data active = inhibition above about 30%, passing the limit was not always enough;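 note: 0% = vehicle neutral wells and 100% = reference inhibitor wells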
# SR-BI HDL uptake: mouse SR-BI HDL lipid transfer inhibition; Q61009; ldlA[mSR-BI] CHO cells, DiI-HDL uptake fluorescence, 3 h; inhibition, % at 12.5 µM; 0.96% of 320,000 active;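 active = mean replicate inhibition of at least 70% and a set share of replicates each scoring 70 or more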;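 note: 0% = median of neutral control wells and 100% = median of positive control wells; values of inactives mirror those of a sister screen read the other way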
# Rtt109 HAT inh: blocks Candida albicans Rtt109/Vps75 acetyltransferase activity; AID 540336; 0.16% of 330,000 active; purified Rtt109/Vps75, ThioGlo CoA-SH fluorescence, 4 h; inhibition, % at 34.9 µM; Q5AAJ8;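 active = inhibition of at least 50% in every replicate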
# Target sequence (Q5AAJ8 whole entry, looked up): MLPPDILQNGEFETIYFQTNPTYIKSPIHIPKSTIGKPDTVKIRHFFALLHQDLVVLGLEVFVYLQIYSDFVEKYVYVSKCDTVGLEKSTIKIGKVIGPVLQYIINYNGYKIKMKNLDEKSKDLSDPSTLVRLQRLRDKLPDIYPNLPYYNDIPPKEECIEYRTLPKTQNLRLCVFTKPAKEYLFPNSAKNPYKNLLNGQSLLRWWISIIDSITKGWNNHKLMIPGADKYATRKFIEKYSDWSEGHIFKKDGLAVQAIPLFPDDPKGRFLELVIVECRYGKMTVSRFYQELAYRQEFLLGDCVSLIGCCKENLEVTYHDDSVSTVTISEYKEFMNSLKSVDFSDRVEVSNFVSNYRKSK
# dFosB act: mouse delta FosB homodimer activation | purified delta FosB, TAMRA-CDK5 oligo fluorescence polarization; percent of positive-control signal above neutral wells | activation, % at 25 µM | P13346 | 0.99% of 340,000 active;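 active = mean activation above about 17%, with every replicate also reaching it, limit read from the data, passing the limit was not always enough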;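 note: fluorescence polarization rise as delta FosB binds a TAMRA Cdk5 AP-1 oligo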
# MITF act: activators of MITF-driven TRPM1 promoter activity in SK-MEL-5 cells | activation, % at 12.5 µM | SK-MEL-5 TRPM1-promoter luciferase, 24 h; % of positive control, neutral wells = 0 | 0.75% of 300,000 active;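 active = mean activation of at least 80% with every replicate also reaching 80%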;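 note: 0% = neutral control wells and 100% = parthenolide positive control wells; values of inactives mirror those of a sister screen read the other way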
# Wnt act: Wnt/beta-catenin pathway activation; Wnt/beta-catenin reporter cell assay, activator, plate reader; activation, % at 9.35 µM; 1.2% of 300,000 active; in the data active = activation above about 30%, passing the limit was not always enough;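 note: 0% = neutral control wells and 100% = positive control wells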
# RTF Ca sens act: cardiac RTF calcium sensitization | P19429+P45379 | IANBD-labeled TnC RTF fluorescence at EC20 calcium; 0% EC20 calcium, 100% full calcium | activation, % at 7.2 µM | 0.24% of 340,000 active | AID 493008;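 active = activation above the mean over all tested compounds plus 3 SD, cut at about 30% in these data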;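 note: rise in fluorescence read as greater calcium sensitivity of cardiac thin filaments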
# SR-BI uptake up: enhances SR-BI lipid uptake from DiI-HDL; CHO ldlA[mSR-BI] cells, DiI-HDL uptake fluorescence, 3 h; 100 = double the neutral-control signal; activation, % at 12.5 µM; 0.096% of 320,000 active;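 active = mean replicate activation of at least 60% and every replicate at or above 60%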;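 note: 0% = median plate neutral-control signal and 100% = twice that signal; values of inactives mirror those of a sister screen read the other way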
#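 System: LDL receptor-deficient CHO ldlA cells overexpressing murine SR-BI | Timing: 3 h uptake period with compound, 37 °C | Medium: HEPES-buffered (25 mM, pH 7.4) F12 plus 0.5% BSA | Dosing: Single-point compound dose | Signal: Bottom-read fluorescence, 550/595 nm | Read-out: Retained DiI signal reflecting DiI-HDL uptake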
# CDK5 p35 inh: inhibitors of human CDK5/p35 kinase; Recombinant CDK5/p35, ADP-Glo luminescence, 60 min; inhibition, % at 10 µM; 0.01% of 330,000 active;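 active = highest replicate inhibition of at least 50% and at least 75% of replicates reaching 50%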;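 note: plate controls were DMSO neutral control for no effect and GW8510 at 10 µM for full effect; many of its hits are not listed in these tables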
# Target sequence (Q00535 whole entry, looked up): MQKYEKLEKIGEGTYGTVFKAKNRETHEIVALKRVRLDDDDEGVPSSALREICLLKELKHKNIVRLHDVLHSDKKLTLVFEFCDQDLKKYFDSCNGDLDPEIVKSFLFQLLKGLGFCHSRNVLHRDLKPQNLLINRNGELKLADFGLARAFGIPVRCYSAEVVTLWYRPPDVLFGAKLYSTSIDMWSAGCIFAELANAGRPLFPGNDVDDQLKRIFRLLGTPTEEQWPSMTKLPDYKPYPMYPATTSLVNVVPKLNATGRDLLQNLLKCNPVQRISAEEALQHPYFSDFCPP
# Target sequence (Q15078 whole entry, looked up): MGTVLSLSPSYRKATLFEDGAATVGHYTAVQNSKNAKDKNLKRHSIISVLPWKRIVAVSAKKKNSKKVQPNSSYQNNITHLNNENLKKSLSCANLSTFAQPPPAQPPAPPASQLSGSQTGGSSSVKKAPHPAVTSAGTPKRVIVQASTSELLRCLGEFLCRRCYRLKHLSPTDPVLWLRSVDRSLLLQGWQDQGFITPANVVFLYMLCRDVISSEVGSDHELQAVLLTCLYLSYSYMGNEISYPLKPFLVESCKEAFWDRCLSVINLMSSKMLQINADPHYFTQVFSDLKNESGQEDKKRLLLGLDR
# HTR5A ag: activates human HTR5A in OPRM1-OPRD1 agonist counter-screen. HTR5A agonist assay, luminescence, cell-based. P47898. 0.61% of 340,000 active. activation, % at 9.3 µM. AID 504692; in the data active = activation mostly above about 9.5%, no sharp cut-off; inactive = mostly below about 7.6%;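 note: 0% = cells with vehicle only and 100% = reference agonist; strong numbers were not always called active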
# * hit, by the source's call; nt = not tested or not shown.
SMILES	PvdQ inh	SR-BI HDL uptake	Rtt109 HAT inh	dFosB act	MITF act	Wnt act	RTF Ca sens act	SR-BI uptake up	CDK5 p35 inh	HTR5A ag
O=C(CCc1ccccc1)Nc1cccnc1	11	-7	0	-2	29	12	-8	7	0.4	7
CCCn1c(-c2ccncc2)n[nH]c1=S	1	-12	-5	2	2	0	0	12	0.9	2
COCOc1ccc(C2CC(=O)c3c(OCOC)cc(OCOC)cc3O2)cc1 (configuration not stated)	-5	37	-1	6	5	2	2	-37	-1.3	-5
COc1ccc(CN(C)CCCn2cnc3c(OCc4ccccc4)ncnc32)cc1	-14	1	3	-15	6	-2	-4	-1	-0.6	3
CCCCNS(=O)(=O)c1cc2c3c(c1)CCN3C(=O)CC2	0	2	6	1	-2	-1	3	-2	0.8	1
CC1=C(C(=O)N2CCOCC2)C(c2ccc(Cl)cc2)NC(=S)N1 (configuration not stated)	-17	3	-3	-1	10	-3	1	-3	-0.3	-3
O=C(NCC1CC1)C1(C(F)(F)F)CC(CCCO)CCCO1 (configuration not stated)	-14	-9	-8	2	2	15	-7	9	-0.8	2
CC1(C)CC(=O)C2=C(C1)N(Cc1cccnc1)C(=O)C2(NC(=O)C1CC1)C(F)(F)F (configuration not stated)	-7	-23	-7	2	nt	nt	2	23	-2.5	1
O=C(Nc1ccccc1)N1CCC(C(=O)N2CCN(c3ccccc3F)CC2)CC1	-8	80*	-13	-3	14	-2	-2	-80	-1.8	-2
CCOC(=O)c1ccc(Nc2c(OCC)c(=O)c2=O)cc1	-15	-1	-7	-8	nt	1	5	1	-1.5	1
COC(CNS(=O)(=O)c1cccc2nonc12)OC	-11	-9	-4	-4	3	1	1	9	2.6	-1
Cc1ccc(C(=O)NCCCNC(=O)COc2ccc(Cl)cc2)cn1	-4	-18	-3	3	-7	1	-5	18	-1.0	-3
CC1(C)CC(=O)C(/C=N/c2ccccn2)=C(O)C1	-1	-24	-2	-9	-1	nt	12	24	0.2	2
COc1ccc(OC)c(NC(=O)CSc2ccccc2)c1	-19	13	-4	2	-4	-5	-6	-13	-0.8	8
CNC(=O)c1nn(-c2ccc(C)cc2)ccc1=O	-9	-18	-5	-3	-12	-3	-2	18	-0.9	-2
O=C(COc1cc2oc(=O)c3c(c2cc1Cl)CCC3)NCCCN1CCCC1=O	-4	21	12	-11	2	2	-3	-21	-5.7	-3
CCCCN1CC(C)(C)Oc2cccc(F)c2S1(=O)=O	-5	12	1	6	-3	14	3	-12	0.7	5
CSCCC(NC(=O)c1ccco1)C(=O)OCc1cc([N+](=O)[O-])cc2c1OCOC2 (configuration not stated)	-5	19	-2	-2	2	-1	-8	-19	-0.3	2
O=C(Nc1cnccn1)c1csc2ccccc12	-18	-7	-6	-3	57	nt	0	7	2.9	1
CC(C)C[C@H](CO)Nc1nc(N(C)c2cccc(Cl)c2)c2ncn(C(C)C)c2n1	-23	-19	4	3	-9	-1	8	19	0.2	5
CC(=O)c1cccc(NC(=O)COC(=O)c2cccc(N3C(=O)c4ccccc4C3=O)c2)c1	-3	16	1	1	8	-1	4	-16	0.4	-5
COc1ccc(-c2ccc(SCc3ccccn3)nn2)cc1OC	-1	-17	3	-12	9	-1	15	17	-0.8	-2
Cn1cccc1C(=O)OCC(=O)NCc1cccs1	-9	12	-9	-1	12	-7	8	-12	-0.8	3
O=C1NC2(CCCCC2)C(=O)N1c1cccc(Cl)c1	0	-13	nt	4	-13	-1	1	13	-2.1	0

# Looked up by compound from the entries so far, 7 records:
SMILES	PvdQ inh	SR-BI HDL uptake	Rtt109 HAT inh	dFosB act	MITF act	Wnt act	RTF Ca sens act	SR-BI uptake up	CDK5 p35 inh	HTR5A ag
O=C1NC2(CCCCC2)C(=O)N1c1cccc(Cl)c1	0	-13	nt	4	-13	-1	1	13	-2.1	0
CC(C)C[C@H](CO)Nc1nc(N(C)c2cccc(Cl)c2)c2ncn(C(C)C)c2n1	-23	-19	4	3	-9	-1	8	19	0.2	5
CC(=O)c1cccc(NC(=O)COC(=O)c2cccc(N3C(=O)c4ccccc4C3=O)c2)c1	-3	16	1	1	8	-1	4	-16	0.4	-5
O=C(Nc1cnccn1)c1csc2ccccc12	-18	-7	-6	-3	57	nt	0	7	2.9	1
Cn1cccc1C(=O)OCC(=O)NCc1cccs1	-9	12	-9	-1	12	-7	8	-12	-0.8	3
CSCCC(NC(=O)c1ccco1)C(=O)OCc1cc([N+](=O)[O-])cc2c1OCOC2 (configuration not stated)	-5	19	-2	-2	2	-1	-8	-19	-0.3	2
COc1ccc(-c2ccc(SCc3ccccn3)nn2)cc1OC	-1	-17	3	-12	9	-1	15	17	-0.8	-2

# (continued)
SMILES	PvdQ inh	SR-BI HDL uptake	Rtt109 HAT inh	dFosB act	MITF act	Wnt act	RTF Ca sens act	SR-BI uptake up	CDK5 p35 inh	HTR5A ag
O=C(CN1c2cccc3cccc(c23)S1(=O)=O)NCc1ccc(F)cc1	6	-28	-2	-3	-3	-6	-6	28	1.1	-2
CC1(c2ccc3c(c2)OCCO3)NC(=O)N(CC(=O)Nc2c(F)cccc2F)C1=O (configuration not stated)	-3	-3	-1	-3	3	0	-6	3	-0.1	-3
O=S(=O)(c1cccc2ccccc12)N1CCC2CC1c1cc(Cl)ccc12 (configuration not stated)	-18	11	-4	-3	-7	-2	-3	-11	-0.6	0
CCc1ccc(NC(=O)c2cc(-c3ccco3)on2)cc1	-3	-10	7	3	101*	nt	1	10	1.3	1
COc1ccc(-c2sc(Nc3ccccc3)n[n+]2-c2ccccc2)cc1Br	-25	12	6	-2	6	-4	5	-12	-2.8	3
O=C(OCC1CC(c2ccccc2)=NO1)c1ccc(Br)cc1 (configuration not stated)	-8	-22	0	2	9	0	2	22	1.4	2
Cc1cccc(C(=O)Nc2sc(-c3ccccc3)cc2C(=O)O)c1	-8	-25	8	-9	93*	26	2	25	-4.8	0
C=CCOC(=O)C1=C(C)NC(SCC(=O)N(CC)CC)=C(C#N)C1c1ccccc1 (configuration not stated)	5	26	13	-7	nt	nt	-2	-26	1.1	7
O=C(COC(=O)c1cc(S(=O)(=O)Nc2ccccc2Cl)ccc1O)Nc1ccc(F)c(F)c1F	-4	-12	-8	25*	19	-7	1	12	0.8	2
CN(Cc1ccccc1)C(=O)CSc1n[nH]c(N)n1	2	nt	0	-1	-1	1	-6	nt	-0.9	8
O=C(NCc1ccc(F)cc1)c1ccc(CS(=O)(=O)Cc2ccccc2F)o1	-8	-5	1	-13	4	nt	8	5	-2.1	-2
CCOC(=O)[C@@H]1[C@H]2COc3ccc(Br)cc3[C@@H]2N2C(=O)N(c3ccc(C(F)(F)F)cc3)C(=O)[C@]12C	-10	13	-4	5	3	-6	-2	-13	0.6	-4
Cc1ccc(O)c(NC(=O)c2ccco2)c1	-14	-6	-4	2	17	11	8	6	-0.1	-1
CSc1ccccc1NC(=O)c1noc2c1CCC2	-17	7	-16	-14	19	-3	3	-7	1.2	1
Cc1ccc(NC(=O)N2CCC(C(N)=O)CC2)cc1	-8	-1	-21	3	2	nt	-2	1	2.6	3
O=C(CCc1ccccc1)N/N=C\C1CC=CCC1 (configuration not stated)	2	-26	8	-2	4	1	5	26	2.1	3
CCN(CC)c1ccc(NC(=O)CCNC(=O)c2ccco2)cc1	0	-32	3	2	-18	-5	-2	32	-0.2	-1
COc1cccc(/C=C/C(=O)OCC(=O)c2ccc3c(c2)NC(=O)CO3)c1OC	-3	13	0	-11	-2	0	4	-13	-1.6	6
Cc1ccc(C)c(S(=O)(=O)N2CCCCC2CCNC(=O)C(=O)NCc2ccccc2)c1 (configuration not stated)	1	1	18	4	-15	-1	-13	-1	0.9	-1
COc1ccc(OC)c(Cc2nnc(CCC(=O)NC3CCCCC3)o2)c1	-7	nt	3	-5	16	4	3	nt	-0.2	0
CC(C)(C)NC(=O)CSC(=Nc1cccc(F)c1)NC#N	-16	4	-21	-3	13	nt	-5	-4	-0.1	1
O=c1[nH]c2ccccc2nc1/C=C/c1ccc(O)cc1	-3	16	-11	-9	61	10	0	-16	2.2	1
O=S(=O)(NNc1ccc(F)cc1F)c1cccc(Cl)c1	0	nt	7	-5	0	1	-4	nt	-0.8	2
COc1cccc(C(c2cccc(OC)c2)c2ccccc2C(=O)O)c1	5	-23	8	7	9	0	1	23	-0.9	0
CC1(C)CC(NS(=O)(=O)c2ccc(S(N)(=O)=O)cc2)CC(C)(C)N1	6	-37	-13	-3	1	1	2	37	-0.7	4
N#Cc1c(N2CCN(C(=O)c3ccccc3)CC2)nc(-c2ccccc2)c2c1CCCC2	-23	13	-19	-10	5	nt	2	-13	0.7	-2
CN(C)S(=O)(=O)c1ccc(NC=O)cc1	-14	-14	7	1	-10	-2	5	14	-2.4	0
COc1ccccc1NC(=O)CSc1nnc(-c2ccncc2)o1	-12	2	0	-8	7	9	-10	-2	-2.9	0
CN(C(=O)c1cccc(NC(=O)Cc2ccc(NC(=O)C3CCCN(C(=O)C4CCC4)C3)cc2)c1)C1CCCCC1 (configuration not stated)	-27	88*	5	-18	-13	-3	3	-88	-1.4	4
O=c1cnc2ccccc2n1CC1CCCCC1	-7	0	0	-5	0	-1	10	0	-1.0	-1
Cc1ccc(NC(=O)CN(C)C(=O)CSc2nc3ccccc3o2)cc1	-11	-15	0	-8	1	nt	-2	15	0.5	-5
CC1(C)CC(=O)c2cc3c(nc2C1)CC(C)(C)CC3=O	-13	-6	0	-5	-4	-5	4	6	0.3	10
CCC1(C)Cc2ccccc2-c2nc(NCCO)[nH]c(=O)c21 (configuration not stated)	-26	-5	9	0	1	nt	5	5	1.4	-2
COCCN(Cc1ccccc1)C(=O)c1cccc(S(=O)(=O)N2CCCc3ccccc32)c1	-11	8	-3	-6	nt	1	3	-8	3.6	0

# Rows were taken by chance (roughly 4.4% active in at least one column).
